M1 PAM = human CHRM1 positive allosteric modulation; CHO-K1 hM1, Fluo-8 calcium fluorescence, ACh EC20; 0% = ACh EC20, 100% = maximal ACh; activation, % at 3 µM; 0.088% of 360,000 active; AID 588819; in the data active = activation above about 19%, passing the limit was not always enough
Target sequence (P11229 whole entry, looked up): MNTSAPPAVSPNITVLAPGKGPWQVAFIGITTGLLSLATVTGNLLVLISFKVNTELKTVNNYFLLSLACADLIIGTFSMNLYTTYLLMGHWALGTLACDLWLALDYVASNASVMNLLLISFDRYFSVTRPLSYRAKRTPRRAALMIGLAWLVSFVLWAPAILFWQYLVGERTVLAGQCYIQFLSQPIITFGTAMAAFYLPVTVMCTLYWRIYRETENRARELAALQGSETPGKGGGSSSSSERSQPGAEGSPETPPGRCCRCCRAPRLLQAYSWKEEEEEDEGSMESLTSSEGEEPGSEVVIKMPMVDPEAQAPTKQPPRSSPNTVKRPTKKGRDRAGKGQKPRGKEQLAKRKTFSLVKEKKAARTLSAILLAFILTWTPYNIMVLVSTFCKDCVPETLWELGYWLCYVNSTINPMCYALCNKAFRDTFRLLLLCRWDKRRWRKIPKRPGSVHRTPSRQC
M1 ag = activates human CHRM1 receptor | P11229 | CHO-K1 hM1, Fluo-8 calcium fluorescence, agonist mode; 0% DMSO, 100% acetylcholine EC100 | activation, % at 3 µM | 0.33% of 360,000 active | AID 588814;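 active = activation above the run's mean compound activation plus 3 SD, cut at about 16% in these data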;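 note: peak over basal fluorescence ratio within a 140 s kinetic read after compound addition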
OXTR ag = activates the human oxytocin receptor; P30559; AID 2435; 0.32% of 320,000 active; CHO-OTR cells, Fluo-8 calcium fluorescence; normalized: DMSO 0%, oxytocin 100%; activation, % at 3 µM;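 active = activation above the mean of all tested compounds plus 3 SD, cutoff set per screening run, cut at about 20% in these data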;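 note: peak over basal fluorescence ratio from a 100 s FLIPR kinetic read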
TAAR1 antagonist = antagonists of human TAAR1 | Q96RJ0 | CHO RD-HGA16 TAAR1, Fluo-8 calcium fluorescence, antagonist | inhibition, % at 3 µM | 1.5% of 360,000 active | AID 624466;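 active = inhibition above a per-plate cutoff, the mean inhibition of test compounds on that plate plus 3 SD, cut at about 49% in these data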;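 note: 0% = DMSO plus EC80 beta-PEA response and 100% = DMSO alone without agonist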
Target sequence (Q96RJ0 whole entry, looked up): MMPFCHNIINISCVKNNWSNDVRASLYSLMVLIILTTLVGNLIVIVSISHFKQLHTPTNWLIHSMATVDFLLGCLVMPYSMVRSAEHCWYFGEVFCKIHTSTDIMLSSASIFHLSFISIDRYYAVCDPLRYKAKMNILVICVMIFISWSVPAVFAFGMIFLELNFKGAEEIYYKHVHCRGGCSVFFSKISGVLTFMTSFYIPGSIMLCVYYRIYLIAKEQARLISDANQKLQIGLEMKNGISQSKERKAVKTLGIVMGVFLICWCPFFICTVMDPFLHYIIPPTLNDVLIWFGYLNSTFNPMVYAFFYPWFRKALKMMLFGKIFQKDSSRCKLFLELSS
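Test system: RD-HGA16 CHO cells with stable hTAAR1 and Gα16 / Probe or stimulus: EC80 β-phenethylamine stimulus / Times: seeding 17-24 h prior, 75-min 37 °C, 30-min RT dye loading / Detection: Fluo-8 calcium-sensitive fluorescence / Read-out basis: % inhibition scaled between DMSO and EC80 PEA controls / Repeats: singlicate, one well per test compound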
CHRM1 antagonist = antagonists of human M1 muscarinic receptor. P11229. CHO-K1 hM1, Fluo-8 calcium fluorescence, ACh EC80 antagonist. inhibition, % at 3 µM. 1.3% of 360,000 active. AID 588852;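 active = percent inhibition above its own plate's cutoff, namely the mean of that plate's compound wells plus 3 SD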;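 note: peak over basal fluorescence ratio during 140 s after agonist addition; 0% = ACh EC80 plus DMSO and 100% = DMSO alone without agonist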
CHO parental Ca = signal in parental CHO cells, OX1R antagonist counter-screen; parental CHO-K1, ATP-induced calcium, Fluo-8 fluorescence; inhibition, % at 5.6 µM; 0.63% of 330,000 active; AID 463079;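 active = inhibition above that plate's mean sample inhibition plus 3 SD, cut at about 26% in these data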;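 note: 0% = ATP-challenged DMSO wells and 100% = DMSO wells without ATP; some compounds past the cut are filed as inactive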
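test system = CHO parental line | reagent = ATP stimulus | measured by = intracellular calcium via Fluo-8 no-wash fluorescent dye | control set = ATP and no-ATP DMSO wells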
V1aR counter = counter-screen for oxytocin receptor agonists: human V1a receptor agonists; 0.25% of 320,000 active; activation, % at 3 µM; P37288; CHO-V1R cells, Fluo-8 calcium fluorescence, agonist mode; 0% DMSO, 100% 3 nM vasopressin;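 active = activation above the mean activation of all tested compounds plus 3 SD, per screening run, cut at about 20% in these data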;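 note: signal is peak over basal fluorescence ratio across a 100 second FLIPR read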
OXTR potentiator = potentiators of human oxytocin receptor; activation, % at 3 µM; 0.061% of 320,000 active; CHO-OTR cells, Fluo-8 calcium fluorescence, potentiator mode; 0% = oxytocin EC15, 100% = EC100; P30559;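 active = activation above that plate's cutoff, the mean activation of tested compounds plus 3 SD, cut at about 6.6% in these data, passing the limit was not always enough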;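 note: 100% uses oxytocin at 75 nM as the full agonist control; some results filed as inactive read as strong as hits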
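Dosing: Single dose, 3.0 µM nominal final compound concentration | Material: Human OTR in CHO cells | Technique: Kinetic Fluo-8 calcium fluorescence | Benchmarks: EC15 oxytocin alone as 0%, 75 nM oxytocin as 100% | Probe or stimulus: Oxytocin at about EC15, sub-maximal agonist stimulus | Incubation: Compound 6 min at room temperature before oxytocin, 100 s read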
TAAR1 agonist = agonists of human TAAR1; Q96RJ0; CHO RD-HGA16 TAAR1, Fluo-8 calcium fluorescence; vehicle wells 0%, saturating PEA agonist 100%; AID 624467; 0.99% of 360,000 active; activation, % at 3 µM;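 active = activation above the mean activation of all test compounds in the run plus 3 SD, cut at about 38% in these data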
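System: CHO RD-HGA16 cells carrying human TAAR1 plus Gα16; Incubation: 17-24 h seeding, 75 min 37 °C dye, 30 min RT; Measured by: Fluo-8 fluorescence, 5 s baseline then 140 s kinetic read; Control set: DMSO and PEA EC100; Replication: single well for each compound.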
Active calls of the source: *; x = no result given.

SMILES | M1 PAM | M1 ag | OXTR ag | TAAR1 antagonist | CHRM1 antagonist | CHO parental Ca | V1aR counter | OXTR potentiator | TAAR1 agonist
Cc1ccc(NC(=O)CN(C)S(=O)(=O)c2cccs2)cc1C | -3 | -1 | 4.9 | 20 | -3 | 4 | 0.5 | -13 | 10
CC1CCc2c(C(=O)NCCN3CCOCC3)csc2C1 (stereo not drawn) | 25 | -3 | -0.1 | -19 | -29 | -17 | 1.2 | -4 | 2
CCCn1c2ccccc2c2nnc(SCC(=O)OCC)nc21 | 5 | -5 | -1.6 | -2 | -4 | -14 | -0.4 | -15 | 11
COc1ccc(-c2c(C(F)(F)F)oc3c(CN4CCN(C)CC4)c(O)ccc3c2=O)cc1 | 3 | -5 | 1.0 | -10 | 0 | -9 | 0.5 | -6 | 4
O=C(CCSCc1ccc(Cl)cc1)NCc1cccnc1 | 2 | -4 | -0.3 | -14 | 2 | -5 | 1.2 | 1 | 1
COc1cc(CN2CC(=O)N(c3ccc(C)c(Cl)c3)C2=S)cc(OC)c1OC | 2 | -2 | 0.8 | 7 | -1 | -20 | 1.4 | -9 | 14
C=CCN(c1ccccc1)S(=O)(=O)c1ccc2c(c1)N(C(C)=O)CCO2 | 0 | -3 | 1.2 | -27 | 10 | -16 | 3.9 | -2 | 3
COc1ccc(NC(=O)C(OC(=O)Cn2cnc3c2c(=O)n(C)c(=O)n3C)c2ccccc2)cc1Cl (stereo not drawn) | -3 | -5 | x | 18 | 14 | x | x | x | 11
CCOc1ccc(NC(=O)Nc2cccc(C(=O)O)c2)cc1 | -3 | -4 | -0.3 | -2 | 0 | 5 | 0.8 | -5 | 2
COc1cc(OC)cc(C(=O)OCc2cc3ccccc3[nH]c2=O)c1 | 5 | -2 | -1.2 | 8 | -9 | -18 | 1.6 | -5 | 15
CCCC(=O)Nc1ccc(NC(=O)C23CC4CC(CC(C4)C2)C3)cn1 | 7 | -7 | 0.9 | -4 | -23 | -12 | 2.1 | -4 | 6
CCOC(=O)CSc1nc(NC#N)nc(N(CC)CC)n1 | 1 | -4 | -0.5 | -4 | -10 | -12 | -0.7 | -7 | 10
CN(C)c1ccc(/C=N/NC(=O)CCCO)cc1 | -10 | -6 | 0.1 | -13 | 17 | 7 | 0.8 | -7 | 8
Cc1ccc2c(c1)C1CN(C)CCC1N2C(=O)c1ccccc1NS(=O)(=O)c1cccc(C(F)(F)F)c1 (stereo not drawn) | -9 | -7 | 4.2 | 13 | 4 | -13 | 3.1 | 0 | 10
CC1CCN(C2CC(=O)N(c3ccc(Br)cc3Br)C2=O)CC1 (stereo not drawn) | 5 | -2 | 0.0 | -41 | -20 | -12 | -0.2 | -7 | 1
CCCCNc1c(-c2ccc(OC)c(SC3CCCCC3)c2)nc2cnccn12 | -5 | -6 | -2.1 | x | 12 | 7 | -1.2 | -4 | x
CC(=O)Nc1ccc(NC(=O)CCCn2cnc3ccccc3c2=O)cc1 | 0 | -2 | 0.3 | -6 | 4 | -6 | 2.9 | -7 | 1
CC1CN/C(=C\C(=O)c2ccc(Br)cc2)C(=O)N1 (stereo not drawn) | 6 | -5 | 2.5 | -1 | -1 | -7 | 3.8 | -8 | 4
Fc1ccc(CSc2nnc3ccc(-c4ccncc4)nn23)cc1 | 9 | -1 | -0.1 | -18 | -2 | -4 | 0.2 | -5 | 4
Nc1nc(=S)[nH]c2c1C1(CCCCC1)Cc1ccccc1-2 | 7 | -1 | 0.4 | 13 | 3 | -6 | 0.4 | -7 | 0
O=C(O)c1ccc(Cl)c(N2C(=O)Nc3ccccc3N2O)c1 | 10 | -1 | 1.3 | -9 | -7 | 6 | 0.9 | -7 | 6
Cc1ccc2[nH]c(=O)c(CN3CCCCC3)c(-c3ccccc3)c2c1 | -3 | -9 | 0.9 | 18 | -2 | -21 | 1.4 | -16 | 8
O=C1NC(=O)/C(=C/c2cc3c(cc2Br)OCO3)S1 | 1 | -3 | 0.9 | -1 | 0 | -7 | 3.1 | 0 | 3
COC(=O)c1sccc1NC(=S)N1CCN(c2cc(C)ccc2C)CC1 | 6 | -5 | 0.3 | 11 | -11 | -9 | 1.1 | -4 | -2
Cc1ccc2cc(CN(CC3CCCO3)C(=S)NCc3ccco3)c(=O)[nH]c2c1C (stereo not drawn) | 5 | -7 | -2.6 | 3 | -2 | -20 | -1.2 | 2 | 0
Cc1ccc(S(=O)(=O)NCC(=O)N(CCc2ccccc2)CC(=O)NCc2ccco2)cc1 | 0 | -4 | x | 14 | -13 | x | x | x | 2
N/C(=N\OC(=O)c1cccc(Br)c1)c1ccccn1 | 7 | -2 | -0.7 | -2 | -4 | -20 | 3.0 | -5 | 1
O=C(COc1ccccc1Cl)NCc1ccccc1 | 6 | -5 | -1.2 | -1 | -7 | 0 | -0.6 | -7 | 0
Cc1[nH]c(SCC(=O)Nc2cc(S(C)(=O)=O)ccc2Cl)nc1Cc1ccccc1 | -6 | -3 | 1.5 | -3 | 9 | -29 | 4.6 | -4 | 4
COCCCNC(=O)c1c(NC(=O)C2COc3ccccc3O2)sc2c1CCCC2 (stereo not drawn) | 5 | -2 | -1.4 | -3 | -19 | -14 | -0.5 | -9 | 2

Molecules from the list above containing a COOH group, in the order listed:
SMILES | M1 PAM | M1 ag | OXTR ag | TAAR1 antagonist | CHRM1 antagonist | CHO parental Ca | V1aR counter | OXTR potentiator | TAAR1 agonist
CCOc1ccc(NC(=O)Nc2cccc(C(=O)O)c2)cc1 | -3 | -4 | -0.3 | -2 | 0 | 5 | 0.8 | -5 | 2
O=C(O)c1ccc(Cl)c(N2C(=O)Nc3ccccc3N2O)c1 | 10 | -1 | 1.3 | -9 | -7 | 6 | 0.9 | -7 | 6

(listing goes on)
SMILES | M1 PAM | M1 ag | OXTR ag | TAAR1 antagonist | CHRM1 antagonist | CHO parental Ca | V1aR counter | OXTR potentiator | TAAR1 agonist
CCCCOP(=O)(OCCCC)C(Nc1ccccc1)c1ccc2c(c1)OCO2 (stereo not drawn) | -4 | -7 | -2.1 | 26 | 1 | -23 | 0.0 | -2 | 2
CC(C)(C)OC(=O)NCCCCCc1nnc(SCc2ccc(F)cc2)o1 | -6 | -2 | 0.2 | 5 | -2 | -17 | 3.1 | -10 | 2
CCCn1c(CC)nc([N+](=O)[O-])c1S(=O)(=O)c1ccccc1 | 5 | -3 | -0.1 | 8 | 0 | 11 | -1.1 | -2 | 11
Cc1cc(NC(=O)c2ccc(Cl)c([N+](=O)[O-])c2)no1 | 0 | -2 | -0.7 | -18 | 12 | 43* | 0.1 | -11 | 1
CC(Oc1ccccc1)C(=O)NNC(=O)c1cccs1 (stereo not drawn) | 10 | -4 | 0.2 | -9 | -20 | -1 | 0.4 | -1 | 0
CCN(CC)C(=S)Nc1ccc2nc3n(c(=O)c2c1)CCCCC3 | 8 | -8 | 0.4 | -20 | -5 | -13 | 0.6 | -7 | 1
Nn1c(C2COc3ccccc3O2)n[nH]c1=S (stereo not drawn) | 2 | -5 | 0.1 | 2 | 2 | 0 | -0.4 | -4 | -1
CCC(c1nnc(SCC(=O)N2CC(=O)Nc3ccccc32)n1Cc1ccccc1)N(C)C (stereo not drawn) | 5 | -5 | -0.7 | -18 | -4 | -13 | -0.2 | -9 | 10
CN(C(=O)COc1ccccc1)C1CCS(=O)(=O)C1 (stereo not drawn) | 4 | -5 | 0.0 | 10 | -2 | 3 | 1.3 | -9 | 4
Cc1ccc(CN2CCN(CC(=O)N/N=C/c3ccccc3F)CC2)cc1 | -2 | -5 | -1.0 | -5 | -1 | -10 | 0.0 | -6 | 0
CCOc1ccc(/C=C/C(=O)C(C(N)=O)=C2SCCS2)cc1 | 7 | -4 | 0.6 | -5 | -8 | -3 | 0.7 | -4 | 1
CC(=O)c1sc2nc(SCC(=O)NCCc3ccccc3)[nH]c(=O)c2c1C | 11 | 0 | -0.4 | 43 | -8 | -10 | 3.4 | -3 | 90*
COc1ccc2nc(SC(C)C(=O)NC3CCCC3)[nH]c2c1 (stereo not drawn) | 0 | -3 | x | -7 | -2 | x | x | x | -1
COc1ccc(-c2nnc3ccc(SCC(=O)N4CCN(c5ccccc5)CC4)nn23)cc1 | 0 | -4 | x | 8 | 0 | x | x | x | 1
CCC(C)NC(=O)CCCCCn1c(=O)[nH]c2cc(OC)c(OC)cc2c1=O (stereo not drawn) | 2 | -4 | 1.6 | 9 | 4 | -2 | 2.0 | 3 | 20
COc1ccc(C(=O)Nc2cccnc2)cc1S(=O)(=O)N1CCOCC1 | -4 | -3 | 0.1 | -9 | 2 | -7 | 0.7 | 2 | 5
CC1(C)C(=O)Nc2ccccc2N1C(=O)COc1cccnc1[N+](=O)[O-] | 7 | -4 | 0.6 | -14 | -10 | -9 | 0.5 | 1 | 1
O=C1CC2(CCCCC2)Oc2ccc(OCC(=O)N3CCOCC3)cc21 | 4 | -5 | 1.5 | x | -7 | -10 | 1.0 | 2 | x
COc1cc(C(=O)N2CCN(C(=O)c3cccc4ccccc34)CC2)cc(OC)c1OC | 23 | -3 | -0.4 | -20 | -17 | -7 | -0.9 | -6 | -1
Cc1cc(C)c[n+](-c2nc3ccccc3nc2[N-]S(=O)(=O)c2ccc(Br)s2)c1 | -4 | -5 | 1.5 | -5 | 11 | -11 | 1.1 | -4 | 9
COc1cc(C2Nc3cccc4cccc(c34)N2)cc(OC)c1OC(C)=O | 3 | -1 | 0.2 | 0 | -2 | -9 | -0.9 | -4 | 1
O=C(Cn1cccc(C(F)(F)F)c1=O)c1ccc(Cl)cc1 | 14 | -2 | -0.7 | -28 | -13 | -7 | -0.8 | 2 | 3
O=C(Cc1ccc(Br)cc1)NCCCn1ccnc1 | 14 | -7 | -1.2 | -11 | -17 | -11 | 0.7 | -11 | 0
Cc1ccc(-n2c(CCc3nc4ccccc4[nH]3)n[nH]c2=S)cc1 | 11 | -1 | -0.1 | -20 | -13 | -4 | -0.4 | -9 | 0
COC(=O)c1sc(-c2ccc(Cl)cc2)cc1NC(=O)/C=C/C(=O)O | 11 | -1 | 22* | -14 | -13 | 11 | 15 | -17 | 4
Oc1ccc(C(=S)N2CCCC2)cc1 | 11 | -4 | 2.5 | 11 | -16 | -1 | 1.1 | -10 | -1
CCOC(=O)CCCCCC(=O)Nc1ccc2c(c1)C(=O)N([C@@H](C)CO)C[C@H](C)[C@H](CN(C)C(=O)c1ccccc1)OCCCC[C@H](C)O2 | 3 | -2 | x | -7 | -2 | x | x | x | 3

High-throughput results: PubChem BioAssay, The Scripps Research Institute Molecular Screening Center
